VHR inh color = VHR1 phosphatase inhibitors, primary screen, biochemical, colorimetric, HTS. AID 1992, 2009. Dual specificity protein phosphatase 3 (Homo sapiens), P51452. inhibition, % at 20 µM. hit rate 0.7% among 50,000. recombinant VHR phosphatase, colorimetric substrate read-out; in the data active = inhibition above about 60%; also: some results filed as inactive read as strong as hits
Target sequence (P51452 whole entry, looked up): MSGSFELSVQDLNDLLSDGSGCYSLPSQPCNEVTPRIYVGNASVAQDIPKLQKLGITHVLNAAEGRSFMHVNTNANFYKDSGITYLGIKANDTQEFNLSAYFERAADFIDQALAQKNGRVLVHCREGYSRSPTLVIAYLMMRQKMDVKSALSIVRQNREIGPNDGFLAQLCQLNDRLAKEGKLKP
An asterisk follows results filed as active. The list is partial; rates above refer to the full screens.

SMILES,VHR inh color
O=C(Nc1ccc(I)cc1)/C(=C\c1cccs1)NC(=O)c1ccccc1,8.0
CCCC(=O)c1ccc(N2CCN(C(=O)c3cccc(F)c3)CC2)c(F)c1,-9.0
CC(C)c1ccc(/C=C2/C(=O)NN(c3ccc(F)cc3)C2=O)cc1,-3.3
COc1ccc2oc(=O)c(C(=O)Nn3cnnc3)cc2c1,-34.9
COc1ccc(C(=O)NCCNc2ccc([N+](=O)[O-])cc2)cc1OC,21.6
COCCCNC(=O)CN(c1ccc(C)cc1)S(C)(=O)=O,-8.1
Cc1ccc(S(=O)(=O)Oc2ccccc2/C=C2/SC(=S)N(Cc3ccccc3)C2=O)cc1,-17.4
Cc1ccccc1NC(=O)c1c(NC(=O)Cc2ccccc2)sc2c1CCCCC2,-16.0
CC(C)c1ccc(NC(=O)C2CC2)cc1,-6.1
CCOc1cc(/C=N/NC(=O)c2cccc(Cl)c2)ccc1OCCOCCOc1ccc(C)cc1,25.8
O=C(CSc1ncn[nH]1)Nc1cccc(C(F)(F)F)c1,-1.7
CN(C)c1ccc(C(=O)NCc2ccc(S(N)(=O)=O)cc2)cc1,0.0
Cc1cc(OCc2ccc([N+](=O)[O-])cc2)c2c3c(c(=O)oc2c1)CCCC3,-6.3
CCOC(=O)C1=C(C)N=c2s/c(=C\c3ccc(OC)cc3)c(=O)n2C1/C=C/c1ccccc1 (stereo not drawn),-102.3
O=C(O)CCCN1C(=O)C(=O)/C(=C(/O)c2ccccc2)C1c1ccc(Cl)cc1Cl (stereo not drawn),33.0
NC(=O)c1cc(NS(=O)(=O)c2ccc(F)cc2)ccc1Cl,-54.5
CC1(C)CC(OC(=O)/C=C\C(=O)OC2CC(C)(C)NC(C)(C)C2)CC(C)(C)N1,-17.3
CN(C)c1ccc(-c2nc3cc(NC(=O)c4cccc(Br)c4)ccc3o2)cc1,-7.7
O=c1oc2cc(OC/C=C/c3ccccc3)ccc2c2ccccc12,-1.8
O=C(N/N=C/c1c(Sc2ccccn2)nc2ccccn2c1=O)c1ccccc1,-14.3
Cc1ccc(-c2csc(Nc3ccc(O)cc3)n2)c(C)c1,56.3
CCOc1ccc(NC(=O)CC2S/C(=N\N=C(/C)c3ccc(F)cc3)NC2=O)cc1 (stereo not drawn),8.7
COc1ccc(N2C(=O)/C(=C\c3ccc4ccccc4c3)SC2=S)cc1,8.3
CCN(CC)S(=O)(=O)c1cc(C(=O)NCc2ccccc2)ccc1Cl,0.5
CCOc1ccc(N(CC(=O)NC(C)CC)S(=O)(=O)c2ccc(Br)cc2)cc1 (stereo not drawn),7.7
CCOc1ccc(-c2nc3cc(NC(=O)c4ccccc4F)ccc3o2)cc1,-11.6
Oc1ccc(N=Cc2ccc(O)c(O)c2)cc1,32.0
O=C(NC(=S)Nc1ccc(N2CCCCC2)c(Cl)c1)c1ccco1,-8.9
CCOC(=O)c1c(NC(=O)Cc2ccc(Cl)cc2)sc(C(=O)Nc2ccc(OC)cc2OC)c1C,3.1
CC(=O)c1cccc(NC(=O)c2cc(S(=O)(=O)N3CCOCC3)ccc2Cl)c1,-3.8
C=CCN1C(=O)/C(=C\c2cc(C)n(-c3ccccc3)c2C)SC1=S,-13.9
Cc1ccc(C2=NOC(=O)/C2=C\C=C\c2ccccc2)cc1,-1.5
COc1ccc(/C=C/c2nc3ccccc3c(=O)n2-c2ccc(OC)cc2)cc1,-19.1
Cc1ccc2cc(C3=C/C(=C/c4ccccn4)C(=O)O3)ccc2c1,21.8
CCOC(=O)c1c(C)n(Cc2ccccc2Cl)c2ccc(O)cc12,-24.2
O=C(Nc1ccccc1C(=O)N1CCOCC1)c1ccncc1,-6.1
O=[N+]([O-])c1ccc(S(=O)(=O)n2cccn2)cc1,-0.2
CCOc1cc(C=O)ccc1OCC(N)=O,-0.2
O=C(Nc1cccc2ccccc12)C1(c2ccccc2)CCOCC1,-18.6
CCOC(=O)c1c(NC(=O)C2C(C=C(Cl)Cl)C2(C)C)sc2c1CCCC2 (stereo not drawn),-12.5
Cc1ccc2c(c1)C(c1ccccc1[N+](=O)[O-])CC(=O)N2 (stereo not drawn),-4.5
COC(=O)C1=C(C)NC2=C(C(=O)c3ccccc32)C1c1ccc(OCc2ccc(F)cc2)c(Cl)c1 (stereo not drawn),-12.1
CCCCCCOc1ccc(N2C(=O)CC(N3CCC(C(N)=O)CC3)C2=O)cc1 (stereo not drawn),-18.4
CS(=O)(=O)N(CC(=O)NCc1cccnc1)c1ccc(Oc2ccccc2)cc1,-28.9
O=C(Nc1ccc(N2CCOCC2)cc1)c1cccc([N+](=O)[O-])c1,-15.5
CCOc1ccc(NC(=O)c2cccc(C(F)(F)F)c2)c([N+](=O)[O-])c1,-8.0
O=C(COc1ccc(Cl)cc1)N1CCN(C(=O)COc2ccc3ccccc3c2)CC1,1.8
O=C(Nc1cc([N+](=O)[O-])ccc1Cl)c1cc(-c2ccc(Cl)cc2)nc2ccccc12,21.6
CC1=NN(c2ccc(C(=O)O)cc2)C(=O)/C1=C\c1ccc(O)cc1,68.8
COc1ccc(Nc2cc(C)nc3c(C)cccc23)cc1,-3.1

(listing goes on)
SMILES,VHR inh color
COc1ccc(-c2nn(-c3ccccc3)cc2/C=c2\sc3nc(-c4ccc(C)cc4)nn3c2=O)cc1,-19.3
COCCNC(=O)c1ccc(Cl)c([N+](=O)[O-])c1,2.0
CCCCc1cccc(C(=O)CSc2nc(C)c(C)c(C)c2C#N)c1,3.7
COC(=O)c1ccc(NC(=O)c2ccc(F)cc2)cc1,-5.7
COc1ccc(-n2c(-c3cccnc3)nc3ccccc3c2=O)cc1,-1.4
O=C1CC(c2ccc([N+](=O)[O-])cc2)=NN1,3.4
CCOc1cc(C(=O)N2CCN(c3ccccc3OC)CC2)cc(OCC)c1OCC,-26.7
NC1=NC(=O)/C(=C\c2ccc(-c3ccc(F)cc3)o2)S1,-13.6
COC(=O)C1=C(C)N=c2s/c(=C\c3ccc(F)cc3)c(=O)n2C1c1ccccc1 (stereo not drawn),-15.9
COc1ccc(C)cc1NC(=O)c1cc(OC)c(OC)c(OC)c1,-46.8
COc1ccc(C2NC(=S)NC(C)=C2C(=O)Nc2cccc(Cl)c2)cc1 (stereo not drawn),19.2
COc1ccc(C(=O)Nc2ccc(-c3nc4cc(C)c(C)cc4o3)c(O)c2)cc1[N+](=O)[O-],4.1
O=C(NCC1(c2ccccc2)CCOCC1)c1ccccc1C(=O)c1ccccc1,0.1
CCc1ccc(N2C(=O)NC(=O)/C(=C\c3ccc(OCC(=O)O)c(Br)c3)C2=O)cc1,12.2
O=C(O)COc1ccc2c(=O)c(-c3ccc(Cl)cc3)coc2c1,-1.9
CCCCOC(C)n1cc(Cl)c(=O)[nH]c1=O (stereo not drawn),-2.9
COc1ccc(OC)c(N2C(=O)c3cccc4cccc(c34)C2=O)c1,-1.0
CCCc1ccc(OCCNc2ccc([N+](=O)[O-])c3cccnc23)cc1,17.3
CCN(Cc1ccccc1)C(=O)c1ccc([N+](=O)[O-])cc1,-0.6
O=C(c1ccccc1Br)N1CCc2ccccc2C1,-13.7
O=C(NCCNc1c(Cl)cccc1[N+](=O)[O-])c1cc(F)c(F)cc1Cl,-22.0
CCN1C(=O)/C(=C/c2ccc(NC(=O)c3ccc4ncccc4c3)cc2)SC1=S,10.2
CC(C)(C)C1CCc2c(sc(NC(=O)C3CC4CCC3C4)c2C(N)=O)C1 (stereo not drawn),-39.5
O=C1c2ccccc2C(=O)N1c1nc(-c2ccccc2)cs1,-0.2
O=[N+]([O-])c1cc([N+](=O)[O-])c2oc(-c3ccccc3)c(Br)c2c1O,7.8
CCOc1cc(/C=C2/SC(=S)NC2=O)cc(Br)c1OCc1ccc(F)cc1,11.2
Nc1ccc(C2CC(=O)NC(=O)N2)cc1 (stereo not drawn),-20.1
C/C(=N\NC(=O)c1cc(-c2ccc3ccccc3c2)n[nH]1)c1cccc([N+](=O)[O-])c1,5.1
Cc1ccccc1C(=O)Nc1c(C(=O)N2CCCC2)cnn1-c1ccccc1,3.2
CCOc1ccccc1/C=C1/C(=O)NN(c2ccc(Br)cc2)C1=O,-14.3
CCOc1cc(C(=O)N2CCN(C)CC2)cc(OCC)c1OCC,-0.7
O=C(c1ccccc1F)N1CCN(CCCc2ccccc2)CC1,24.4
Cc1ccccc1N(C)S(=O)(=O)c1ccc(Cl)cc1,-15.9
Cc1[nH]n(-c2ccc([N+](=O)[O-])cc2)c(=O)c1/C=N/N1CCOCC1,23.1
CCOc1cccc(C(=O)Nc2nnc(C(c3ccccc3)c3ccccc3)s2)c1,-8.6
O=C(c1cccnc1)N1CCN(S(=O)(=O)c2ccccc2)CC1,-13.0
CCOC(=O)C1=NNC(C(=O)c2ccc(Cl)cc2)C1c1ccc(OC)cc1 (stereo not drawn),115.1*
CCOC(=O)c1c(NC(=S)Nc2ccccc2)sc2c1CCN(CCc1ccccc1)C2,65.3
CN(C)c1cccc(NC(=O)c2ccccc2-c2ccccc2)c1,17.9
Cn1c(O)c(/C=C2\C=CC=N2)c(=O)[nH]c1=O,-7.6
CCCOC(=O)c1ccc(NS(=O)(=O)c2ccc(Cl)cc2)cc1,-1.4
CC(=O)c1ccc(OC(=O)Cc2ccccc2)cc1,-14.8
CCOC(=O)c1c(NC(=O)c2ccc(C)cc2)sc(C(=O)Nc2ccccc2C(F)(F)F)c1C,-13.0
O=C(NC(NC(=S)Nc1ccccc1I)C(Cl)(Cl)Cl)c1cccc([N+](=O)[O-])c1 (stereo not drawn),-16.7
CCOC(=O)C1=C(C)N=c2s/c(=C\c3ccc(Br)o3)c(=O)n2C1c1ccc(F)cc1 (stereo not drawn),-15.9
O=C1NC(=O)N(c2cccc(Br)c2)C(=O)/C1=C/c1ccc(-c2ccccc2C(=O)O)o1,0.4
Cc1cccc(C)c1NC(=S)NC(=O)c1ccco1,-8.7
COc1cccc(NC(=O)CN(c2ccc(OC)cc2OC)S(=O)(=O)c2ccc(C)cc2)c1,-13.3
CC1=C(C#N)c2nc(N)c(C#N)c(C)c2/C1=C\c1ccc(-c2cccc([N+](=O)[O-])c2)o1,-9.4
CCOCCOC(=O)C1=C(C)NC2=C(C(=O)CC(C)(C)C2)C1c1cccc(Cl)c1Cl (stereo not drawn),-0.5

(list continues)
SMILES,VHR inh color
CCOc1ccccc1C(=O)Nc1sc2c(c1C#N)CCCC2,16.6
O=C(CSc1nc2ccccc2s1)NNC(=S)NC1CCCCC1,-24.4
Cn1c(SCC(=O)Nc2ccccc2)nc2ccccc21,1.0
CCCCCCCNC1CC(=O)N(c2ccc(Cl)cc2)C1=O (stereo not drawn),6.1
O=C(Nc1ccc(N2CCCCC2)cc1)c1cccs1,9.2
C=C(C)c1ccccc1NC1=NS(=O)(=O)c2ccccc21,-4.3
Cc1nnc(SCC(=O)N2c3cc(C)c(C)cc3-c3c(ssc3=S)C2(C)C)s1,6.7
O=C1NC(=O)C(=Cc2ccc(-c3cc(Cl)c([N+](=O)[O-])cc3Cl)o2)C(=O)N1,18.1
CCN(CC)CCOCCOc1ccc(Cl)cc1Cl,-4.8
COc1ccc2c(c1)CC(C1(O)C(=O)N(C)c3ccccc31)C2=O (stereo not drawn),-47.6

Reformatted: entries from further up
O=C(Nc1ccc(N2CCCCC2)cc1)c1cccs1
  VHR inh color = 9.2

C=C(C)c1ccccc1NC1=NS(=O)(=O)c2ccccc21
  VHR inh color = -4.3

Additional entries:
SMILES,VHR inh color
COc1ccccc1Nc1ncc(F)c(N2CCOCC2)n1,-27.6
CCNC(=S)NNC(=O)c1cccc(Br)c1,-18.1
CCOc1ccc(C(=O)N2CCOCC2)cc1,-10.5
O=C(O)CCCC(=O)N1N=C(c2ccc(Br)cc2)CC1c1ccco1 (stereo not drawn),-5.1
O=c1c2c(nc3cc(-c4cccc(Cl)c4)[nH]n13)CCCC2,-4.1
Cc1c(Cl)cccc1NCN1C(=O)c2ccccc2C1=O,-4.3
CC1(C(=O)NCc2cccs2)CC1(Br)Br (stereo not drawn),-5.0
O=c1cc(-c2ccccc2)nc2cc(-c3cccc(Cl)c3)[nH]n12,-43.7
CCOC(=O)COc1cc(C)ccc1C(C)(C)C,-2.2
Cc1cccc(CC2CC(=O)N(c3ccc4ccccc4n3)C2=O)c1 (stereo not drawn),-7.9
O=C1C(=O)c2ccccc2C(O)=C1[N+](=O)[O-],5.7
CC(=O)Nc1ccc(C(=O)CSc2n[nH]c(-c3ccccc3)n2)cc1,-1.5
O=C(NCC1CCCO1)/C(=C/c1ccc(-c2ccccc2Cl)o1)NC(=O)c1ccccc1 (stereo not drawn),10.4
Cc1cc(Br)ccc1S(=O)(=O)NCc1ccccc1,-15.5
CC1(C)CC(=O)c2cc(-c3ccccc3)n(-c3ccccc3)c2C1,-9.6
COc1ccc(CC(=O)Nc2ccc(C(C)=O)cc2)cc1OC,-79.0
CN1c2ccccc2C(C)(C)C12C=Cc1cc(C=O)ccc1O2 (stereo not drawn),9.7
CCCCOC(C)n1cc(F)c(=O)[nH]c1=O (stereo not drawn),-9.1
COc1ccc(C(=O)Nc2sc3c(c2C(=O)Nc2cccc4ccccc24)CCCC3)cc1OC,-4.6
CN(C)c1ccc(NC(=O)c2ccc(Cl)cc2)cc1,-3.2
CCOC(=O)c1c(NC(=S)Nc2ccc(OC)cc2)sc2c1CCC2,-2.4

Ordered by SMILES length (ascending): three of the compounds above
SMILES,VHR inh color
CN(C)c1ccc(NC(=O)c2ccc(Cl)cc2)cc1,-3.2
CCOC(=O)c1c(NC(=S)Nc2ccc(OC)cc2)sc2c1CCC2,-2.4
COc1ccc(C(=O)Nc2sc3c(c2C(=O)Nc2cccc4ccccc24)CCCC3)cc1OC,-4.6
